Bim-Bfl-1 = inhibitors of Bim binding to Bfl-1, primary screen, biochemical, multiplexed, bead-based flow cytometry | Bcl-2-related protein A1 (Homo sapiens), Q16548 | Bim-Bfl-1 binding inhibition | inhibition, % at 10 µM | 0.12% of 190,000 active;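 note: 0% = wells without compound plus tracer and 100% = blocker peptide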
RGS4-Gao reg = modulators of RGS4 binding to Galphao, primary screen, biochemical, multiplexed bead flow cytometry; 0.33% of 220,000 active; AID 1415, 2008; actives lie on both sides; binding response (% of control), % at 10 µM; Guanine nucleotide-binding protein G(o) subunit alpha (Homo sapiens), P09471; in the data active = binding response below about 49% or above about 150%; inactive = in between;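 note: fluorescent Galphao activated with aluminum fluoride binding bead-coupled RGS4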
GSH fluor = compound fluorescence on glutathione beads, profiling panel, artefact control, biophysical, 488/530 nm, flow cytometry. 0.25% of 190,000 active. GSH beads flow cytometry, compound fluorescence 488/530 nm; stronger effect = higher value. AID 1776, 2009. fluorescence (KMESF) at 10 µM; in the data active = fluorescence above about 89;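 note: glutathione beads carrying GST-tagged Bcl family fusion proteins plus one bare bead set; values are compound well signal with DMSO vehicle wells as background; inactives centre near 16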
Avidin fluor = green autofluorescence of compounds with avidin beads – biophysical, 488/530 nm, flow cytometry, artefact control, profiling panel; compound fluorescence 488/530 nm; stronger effect = higher value; AID 1775, 2009; fluorescence (KMESF) at 10 µM; 0.38% of 220,000 active; in the data active = fluorescence above about 47; note: inactives centre near 10
ABCB1 inh = ABCB1 efflux pump inhibitors, primary screen, cell-based, multiplex, flow cytometry, ABCG2 counter-screen | inhibition, % at 6.6 µM | ATP-dependent translocase ABCB1 (Homo sapiens), P08183 | AID 1326, 2008 | CCRF-Adr cells, JC-1 efflux | 0.067% of 190,000 active; in the data active = inhibition above about 40%;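 note: 0% = vehicle and 100% = reference inhibitor; higher value means more JC-1 retained so stronger ABCB1 efflux block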
Bim-Bcl-B = inhibitors of Bim-Bcl-B binding, primary screen, biochemical, multiplexed, human Bcl-2 family; Bcl-2-like protein 10 (Homo sapiens), Q9HD36; bead-based flow cytometry, Bim peptide-Bcl-B binding; inhibition, % at 10 µM; 0.073% of 190,000 active; AID 951, 2007;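 note: 0% = tracer peptide without compound and 100% = reference inhibitor peptide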
Bcl-XL Bim block = inhibitors of Bim-Bcl-XL binding, primary screen, biochemical, multiplexed, bead flow cytometry, human Bcl-XL | Bcl-2-like protein 1 (Homo sapiens), Q07817 | Bim peptide-Bcl-XL binding, fluorescence | inhibition, % at 10 µM | 0.04% of 190,000 active | AID 1007, 2008
Bim-Bcl-W = inhibitors of Bim binding to Bcl-W, primary screen, biochemical, multiplexed, bead-based flow cytometry; 0.02% of 190,000 active; Bim peptide-Bcl-W binding; inhibition, % at 10 µM; Bcl-2-like protein 2 (Homo sapiens), Q92843;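 note: 0% = bound tracer without compound and 100% = peptide blocker; higher means less fluorescent Bim peptide bound to Bcl-W beads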
ABCG2 inh = ABCG2 efflux pump inhibitors, primary screen, multiplex with ABCB1, IgMXP3 cells, flow cytometry. JC-1 efflux. AID 1325, 2008. inhibition, % at 6.6 µM. 0.1% of 190,000 active;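 active = inhibition above 80%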;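 note: 0% = DMSO and 100% = nicardipine control wells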
Target sequence (Q9UNQ0 whole entry, looked up): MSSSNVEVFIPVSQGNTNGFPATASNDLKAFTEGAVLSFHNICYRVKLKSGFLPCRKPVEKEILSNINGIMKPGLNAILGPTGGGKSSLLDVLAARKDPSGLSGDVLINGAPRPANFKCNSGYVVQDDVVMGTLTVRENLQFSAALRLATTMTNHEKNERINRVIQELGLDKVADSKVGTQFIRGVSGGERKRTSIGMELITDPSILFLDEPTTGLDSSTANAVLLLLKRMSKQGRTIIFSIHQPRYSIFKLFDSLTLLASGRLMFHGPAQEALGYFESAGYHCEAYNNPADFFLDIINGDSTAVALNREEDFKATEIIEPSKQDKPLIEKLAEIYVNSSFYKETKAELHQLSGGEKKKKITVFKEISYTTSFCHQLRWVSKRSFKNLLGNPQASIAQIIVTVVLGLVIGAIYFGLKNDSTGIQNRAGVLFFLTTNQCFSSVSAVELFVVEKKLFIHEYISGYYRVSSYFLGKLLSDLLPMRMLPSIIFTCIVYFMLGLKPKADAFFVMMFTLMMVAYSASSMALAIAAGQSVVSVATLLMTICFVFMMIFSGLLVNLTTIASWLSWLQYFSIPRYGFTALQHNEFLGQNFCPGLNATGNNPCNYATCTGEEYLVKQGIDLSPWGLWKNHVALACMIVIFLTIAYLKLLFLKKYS
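Assay system – ABCG2 IgMXP3 and barcoded ABCB1 CCRF-Adr cell mix · Input – 3 million cells/mL in well · Reagent – JC-1 fluorescent substrate · Compound – single test compound dose, 6.6 µM final · Timing – 10 min exposure at 25 °C with rotation, no wash · Detection – flow cytometry of retained JC-1 fluorescence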
Bim-Bcl-2 = inhibitors of Bim-Bcl-2 binding, primary screen, biochemical, multiplexed, human Bcl-2 family; Apoptosis regulator Bcl-2 (Homo sapiens), P10415; 0.06% of 190,000 active; inhibition, % at 10 µM; Bead-based flow cytometry, Bim peptide-Bcl-2 binding; in the data active = inhibition above about 40%; inconclusive = no clear call, values can overlap the other calls;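 note: 0% = no compound wells with probe peptide and 100% = reference peptide inhibitor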
Target sequence (P10415 whole entry, looked up): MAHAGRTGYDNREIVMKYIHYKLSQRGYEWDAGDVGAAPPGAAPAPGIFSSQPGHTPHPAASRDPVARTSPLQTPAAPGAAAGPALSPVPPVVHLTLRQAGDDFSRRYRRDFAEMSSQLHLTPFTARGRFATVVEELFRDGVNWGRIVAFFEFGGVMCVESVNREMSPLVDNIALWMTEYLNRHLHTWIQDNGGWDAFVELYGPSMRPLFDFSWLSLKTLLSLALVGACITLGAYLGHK
RGS7-Gao reg = RGS7-Galphao binding modulators, primary screen, biochemical, multiplexed bead flow cytometry; 0.35% of 220,000 active; Guanine nucleotide-binding protein G(o) subunit alpha (Homo sapiens), P09471; binding response (% of control), % at 10 µM; actives lie on both sides; in the data active = binding response below about 49% or above about 150%; inconclusive = no clear call, values can overlap the other calls; inactive = in between;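 note: fluorescent Galphao held in activated GDP-AlF4 state binding bead-coupled RGS7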
* hit, by the source's call; ? = inconclusive; / = not tested or not shown. Cut-off read from the data, not from the text of the source, unless noted: active = inhibition above about 40%. Rows were taken by chance (roughly 1.3% active in at least one column).

structure	Bim-Bfl-1	RGS4-Gao reg	GSH fluor	Avidin fluor	ABCB1 inh	Bim-Bcl-B	Bcl-XL Bim block	Bim-Bcl-W	ABCG2 inh	Bim-Bcl-2	RGS7-Gao reg
CCCOc1ccc(C(=O)N2CCN(c3ccc(N)cc3Cl)CC2)cc1	-9	94	59	6	-0.2	-9	-7	0	0	-8	101
O=C1NN(c2ccccc2)C(=O)C2C3C=CC(C4CC34)C12 (stereo unspecified)	3	98	10	9	0.5	11	1	0	2	10	95
COc1ccc(CCN2CC(C(=O)Nc3ccc4c(c3)OCO4)CC2=O)cc1OC (stereo unspecified)	-6	100	12	11	0.1	-2	-1	0	10	-3	99
CC(NC(=O)C1CCCC1)C1CC2CCC1C2 (stereo unspecified)	-2	106	11	3	0.4	-7	-6	-3	8	-1	100
CCCCCCC(=O)NNC(=O)c1c(O)c2ccccc2n(CCC)c1=O	-8	100	17	10	0.3	-8	0	0	3	-2	96
CCN(CC)c1ncnc2c1ncn2Cc1c(Cl)cccc1Cl	-3	116	11	20	0.6	-2	-6	-7	3	-1	117
CC(=O)N/N=C/c1cc(C(C)(C)C)cc(/C=N/NC(C)=O)c1O	-6	102	14	13	4.2	1	-1	0	11	-3	102
CC(=O)Nc1ccc(S(=O)(=O)Nc2ccc(NC(=O)c3ccco3)cc2)cc1	-6	99	12	10	0.2	-3	-1	0	1	-8	103
CCCOc1cccc(-c2nc3ccccc3c(=O)o2)c1	0	99	24	12	0.1	3	5	6	1	1	99
CCc1ccc(N/C(N)=N/c2nc(CSc3ncccn3)cc(=O)[nH]2)cc1	-9	103	31	10	0.4	-2	0	0	3	0	102
CN1CCN(S(=O)(=O)c2cccc(S(=O)(=O)c3ccc(Cl)c(Cl)c3)c2)CC1	-5	98	17	22	0.2	-1	-6	-4	0	-4	97
COc1ccc(NC(=O)COC(=O)CCCc2c[nH]c3ccccc23)cc1	-5	96	4	7	0.2	0	-1	15	2	0	97
CC(=O)Nc1ccc(Nc2c([N+](=O)[O-])cc(S(C)(=O)=O)cc2[N+](=O)[O-])cc1	4	96	20	6	1.3	1	-7	-3	-1	-3	102
Cc1cc([N+](=O)[O-])nn1CCCC(=O)NCc1ccc(F)cc1	-2	94	23	22	0.5	-4	-4	3	3	1	95
O=C1CC(c2cc(Br)ccc2F)c2cc3c(cc2N1)CCC3 (stereo unspecified)	0	97	26	11	0.9	0	-4	0	3	-2	103
Cc1ccc(C(=O)COC(=O)CNS(=O)(=O)c2ccccc2)cc1[N+](=O)[O-]	-8	91	34	10	-0.1	-5	4	-2	0	-8	98
Cc1sc2nc(CSc3cccc(C(F)(F)F)c3)[nH]c(=O)c2c1C	-4	102	10	11	0.1	-2	-3	-6	6	-4	99
O=C(CC1C(=O)NC2CCCCC2N1C(=O)c1ccc([N+](=O)[O-])cc1)Nc1ccccc1 (stereo unspecified)	-6	99	14	11	2.4	-2	-2	0	18	-1	100
COc1cc2c(C(=O)N3CCCc4ccccc43)cn(C)c(=O)c2cc1OC	0	99	23	12	0.3	-3	-1	-6	1	-6	100
c1ccc(OCc2nnc3sc(C4COc5ccccc5O4)nn23)cc1 (stereo unspecified)	4	93	14	4	-0.3	-20	-10	-2	-1	0	109
O=C1c2cccnc2C(=O)N1c1cccc(-c2nc3ccccc3o2)c1	0	102	15	9	0.5	0	-1	0	4	-2	100
O=C(CSc1ccc2nnc(-c3cccc(F)c3)n2n1)NCC1CCCO1 (stereo unspecified)	8	96	23	15	0.5	-18	-4	-2	2	-4	111
CCN(CC)CCCNC(=O)CC1Oc2ccc(C)cc2NC1=O (stereo unspecified)	-11	87	23	7	-2.7	-7	-3	0	-4	-8	87
O=C(OCc1ccc([N+](=O)[O-])cc1)C1CCN(S(=O)(=O)c2ccccc2)CC1	-2	101	7	16	2.2	-8	-4	-2	17	-1	98
Cc1sc(N/N=C/c2ccco2)nc1-c1ccccc1	-15	105	17	14	-0.7	-8	-1	0	-6	-30	108
CCCCN(C)C(=O)c1coc(=O)c2ccccc12	-11	110	67	9	-0.2	-7	-18	0	-1	-8	106
COCC(=O)NNC(=S)Nc1cccc(C)c1C	-4	96	20	6	0.7	-11	-4	-1	-1	0	94
N#C/C(=C\c1ccc(N2CCOCC2)o1)C(=O)Nc1ccc(O)cc1	-3	106	10	22	0.1	-12	-8	-4	6	1	102
Cc1cc(N2CCN(C(c3ccccc3)c3ccccc3)CC2)n2ncnc2n1	0	/	55	/	1.5	0	0	0	17	1	/
Cc1cccnc1NC(=O)Cn1nc(C)c([N+](=O)[O-])c1C	1	101	18	18	0.7	-1	-2	0	2	-8	100
O=C1c2oc3ccc(F)cc3c(=O)c2C(c2ccccc2)N1CC1CCCO1 (stereo unspecified)	-4	99	21	9	0.8	-3	-3	-2	1	-3	98
O=C(Nc1c2c(nn1-c1ccc(F)cc1)CSC2)c1ccc(S(=O)(=O)N2CCOCC2)cc1	-21	98	25	10	-1.1	-10	-12	-4	-6	-15	94
NC(=O)CSc1nc2sc3c(c2c2ncnn12)CCCC3	1	97	15	30	0.5	0	0	0	1	1	98
O=C(Cc1cccs1)Nc1ccon1	-22	98	32	14	0.2	-9	-6	-4	6	-15	99
CC1CCCCC1NC(=O)c1ccc2c(c1)[nH]c(=O)n2C1CCCC1 (stereo unspecified)	-14	97	33	12	0.9	-15	-2	-2	7	-12	95
CCCCOC(=O)C1=C(C)NC2=C(C(=O)CCC2)C1c1cc(OC)ccc1OC (stereo unspecified)	-17	100	35	13	1.4	-8	-14	0	15	-9	96
O=C(CCC1CCCCC1)Nc1ccccc1-c1ccccc1	2	105	16	8	0.6	-1	0	0	2	-5	102
CC1(C)CC(=O)C=C(N2CCOCC2)C1	-4	101	16	8	-0.2	-3	-4	-2	-4	-4	106
CCOC(CNC(=O)Cn1nc(C)c2ccccc21)OCC	-1	99	11	12	0.6	-1	1	0	2	-1	97
COc1ccc(CNc2nc(-c3cccnc3)nn2C(C)=O)cc1	0	93	69	7	-0.6	-4	-2	-4	8	-2	93
CC1SC(=Nc2ccccc2)N(S(=O)(=O)c2ccccc2)C1=O (stereo unspecified)	-7	118	9	7	0.4	-7	-9	-7	0	-6	116
CC(=O)N1CCN=C1SCc1ccccc1Cl	-6	90	21	7	0.1	-2	0	0	1	-5	89
O=C(C[n+]1ccsc1)c1ccccc1	1	98	6	2	0.3	-5	-4	0	0	0	98
COc1ccc(CC(=O)NCc2n[nH]c(=S)n2-c2ccccc2OC)cc1	-3	107	10	11	0.2	-16	-5	-4	0	-2	106
COc1ccc(C(=O)CSc2nnc(CNc3ccc(C)cc3C)o2)cc1	-12	97	14	11	0.4	-8	-2	-1	2	-8	97
Cc1c(C(=O)NCC(C)C)sc2nc(-c3ccc(F)cc3)cn12	-7	97	14	25	0.4	-6	-6	-7	7	-4	99
Cc1nn(C)c(Oc2ccccc2)c1CCNC(=O)CC(C)C	3	95	10	9	0.5	0	0	1	1	-3	?
Cc1ccc(C(=O)COC(=O)c2c(C)cc(=O)oc2C)cc1[N+](=O)[O-]	-26	98	10	17	0.7	-7	-3	-3	6	-24	99
S=c1[nH]nc(-c2ccccc2)n1/N=C/c1ccc(-c2ccccc2Cl)o1	-2	99	7	3	-1.5	-3	-4	-2	-6	-6	101
CCC(=O)N1CCc2cc(S(=O)(=O)CCC(=O)Nc3nc(C)cs3)ccc21	-25	104	28	39	1.4	-10	-10	-5	25	-15	101
Cn1c(=O)c2cc(S(=O)(=O)NC(C(=O)NCc3cccnc3)c3ccccc3)ccc2n(C)c1=O (stereo unspecified)	0	99	20	5	-1.8	0	0	0	-2	-1	98
Cc1ccc(S(=O)(=O)Oc2ccc(C3C4=C(CCCC4=O)N(CCC(=O)O)C4=C3C(=O)CCC4)cc2Cl)cc1	0	101	5	2	-0.5	0	-3	0	-3	0	99
